High-throughput results as filed in PubChem.
MITF inh: MITF inhibitors, primary screen, biochemical, AlphaScreen, human | AlphaScreen MITF homodimerization, bead proximity signal | Microphthalmia-associated transcription factor (Homo sapiens), O75030 | AID 1259374, 2018 | 650,000 tested, 0.91% active | inhibition, % at 2.6 µM; in the data active = inhibition above about 50%;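 also: 0% = vehicle wells with protein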
FBW7 activator: FBW7 E3 ligase activators, primary screen, biochemical, AlphaScreen, human. F-box/WD repeat-containing protein 7 (Homo sapiens), Q969H0. AlphaScreen FBW7–phospho-cyclin E peptide binding, activator screen. normalized activity (activation), % at 26.1 µM. 650,000 tested, 0.13% active. AID 1259310, 2017; in the data active = normalized activity above about 1.9%;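 also: purified mutant Fbw7 with reduced substrate affinity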
Target sequence (Q969H0 whole entry, looked up): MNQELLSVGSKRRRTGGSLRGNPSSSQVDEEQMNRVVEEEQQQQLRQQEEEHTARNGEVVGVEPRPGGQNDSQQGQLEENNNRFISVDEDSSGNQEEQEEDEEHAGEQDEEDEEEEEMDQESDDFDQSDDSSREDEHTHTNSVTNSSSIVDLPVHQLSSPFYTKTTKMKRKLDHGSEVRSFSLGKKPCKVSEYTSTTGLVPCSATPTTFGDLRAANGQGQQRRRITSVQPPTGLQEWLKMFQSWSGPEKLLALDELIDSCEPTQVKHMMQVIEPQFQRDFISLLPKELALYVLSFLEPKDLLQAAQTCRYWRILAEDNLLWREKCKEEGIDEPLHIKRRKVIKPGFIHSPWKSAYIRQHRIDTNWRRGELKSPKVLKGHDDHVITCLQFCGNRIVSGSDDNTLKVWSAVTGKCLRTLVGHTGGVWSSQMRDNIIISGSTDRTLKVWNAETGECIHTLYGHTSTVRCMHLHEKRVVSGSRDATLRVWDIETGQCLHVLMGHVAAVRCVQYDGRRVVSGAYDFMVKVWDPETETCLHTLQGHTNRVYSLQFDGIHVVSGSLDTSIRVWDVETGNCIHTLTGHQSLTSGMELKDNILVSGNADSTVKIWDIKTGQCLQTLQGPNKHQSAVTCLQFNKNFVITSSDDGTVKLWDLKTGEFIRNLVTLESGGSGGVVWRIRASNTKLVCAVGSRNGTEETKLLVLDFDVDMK
TEAD-YAP inh: TEAD-YAP interaction inhibition, primary screen, TEAD-YAP interaction inhibitor project, luminescence, HEK-TIYL cells; inhibition, % at 9.12 µM; TEAD-Gal4/YAP UAS-luciferase luminescence; 640,000 tested, 1.4% active; in the data active = inhibition above about 32%;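 also: 0% = median of test compound wells and 100% = reference inhibitor wells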
GPR151 ag: activators of human GPR151, primary screen, cell-based, PathHunter beta-arrestin, luminescence | activation, % at 11.2 µM | AID 1508602, 2020 | PathHunter beta-arrestin GPR151 cells | G-protein coupled receptor 151 (Homo sapiens), Q8TDV0 | 650,000 tested, 1% active; in the data active = activation above about 4.9%;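 also: 0% = median of compound wells and 100% = cells with positive control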
Starred values were filed as active, the others as inactive.

SMILES | MITF inh | FBW7 activator | TEAD-YAP inh | GPR151 ag
CCOC(=O)c1ccc(NC(=O)c2ccc(OC)cc2OC)cc1 | -11 | 0.1 | -2 | -1.8
N#CC1=C(N)OC2=C(C(=O)CCC2)C1c1ccc(-c2ccccc2)o1 (stereo unspecified) | 3 | -0.1 | 1 | 0.8
COc1cc(/C=C2/NC(=O)NC2=O)cc(Br)c1OCc1cccc(F)c1 | -8 | -0.1 | 2 | 1.5
O=C(CCC(=O)N1CCSc2ccccc21)NCCCN1CCOCC1 | 16 | 0.6 | 5 | -0.8
O=C(Nc1ccc2[nH]ncc2c1)C1CCN(C(=O)C(O)c2ccc(F)cc2F)C1 (stereo unspecified) | 13 | 0.1 | -6 | -1.3
COc1cccc(CNC(=O)c2c[nH]n3c(=O)c(Cc4ccc(C)cc4)c(C)nc23)c1 | -1 | -0.1 | 0 | 0.2
Cc1nc(Nc2ncccn2)cc(-c2cncc(-c3ccccc3)c2)n1 | 18 | 0.0 | 4 | -0.2
Cn1c(=S)[nH]c2cc(S(N)(=O)=O)ccc21 | -10 | -0.1 | 4 | -0.5
COc1ccc([N+](=O)[O-])cc1/C=N/NC(=O)CNC(=O)c1ccccc1Br | -3 | -0.1 | 4 | 0.2
CCCN1CCN(C(=O)c2ccc(S(=O)(=O)CC(=O)OCC)c([N+](=O)[O-])c2)CC1 | 9 | 0.4 | -4 | -0.1
O=C(O)CCN(CCC(=O)O)c1nc2c(s1)CCCC2 | 7 | 0.5 | 6 | -0.5
Cc1c(C(=O)O)oc2ccc(S(=O)(=O)N(C)C3CCCCC3)cc12 | 12 | 0.2 | 18 | 2.6
CCCN(CCC)c1ncnc2c1cnn2-c1ccccc1 | 23 | 0.6 | -64 | 4.3
COc1ccc(C2=N/C(=C\c3ccc(Cl)c(Cl)c3)C(=O)O2)c(Cl)c1 | 7 | 0.1 | 6 | 0.4
CCOC(=O)CNC=C(C#N)C#N | -5 | -0.2 | 3 | -1.9
O=C(O)c1cc(N=Cc2ccc(N3CCCC3)c(F)c2)ccc1O | -5 | 0.0 | 4 | 1.6
COc1ccc(Cl)cc1NC(=O)c1cn(NC(=O)c2cnccn2)c(=O)c2ccccc12 | -5 | -0.5 | 27 | -0.4
COC(=O)CSc1nc(-c2ccccc2)cc(-c2cccs2)c1C#N | 20 | 0.5 | 4 | 0.5
CC(C)(C)OC(=O)NC(Cc1c[nH]c2ccccc12)C(=O)NCc1ccccc1 (stereo unspecified) | 6 | 0.1 | 2 | 2.0
O=C(CSc1nc2sc3c(c2c(=O)[nH]1)CCc1ccccc1-3)c1ccc(Cl)cc1 | -9 | -0.1 | 10 | 0.7
O=C(C1CC(c2c(F)cccc2Cl)=NO1)N1CCCCC1 (stereo unspecified) | 3 | 0.1 | -47 | -1.1
O=C(Nc1nc2ccc(Cl)cc2s1)c1ccccc1Br | 5 | 0.0 | -74 | 0.2
CC(C)CNC(=O)C(=O)NCc1ccc2c(c1)OCO2 | 9 | 0.6 | -19 | -0.9
Cc1cc(C)c(C2=NON3N(C(=O)c4ccccc4[N+](=O)[O-])c4ccccc4N23)c(C)c1 | 8 | 0.0 | 5 | 1.5
CSc1cccc(NC(=S)N(Cc2ccc(C)cc2)Cc2cccnc2)c1 | 6 | -0.3 | -2 | -0.3
CCCOC(=O)C1=C(C)NC2=C(C(=O)CC(c3ccccc3)C2)C1c1cccc(Cl)c1 (stereo unspecified) | -3 | 0.2 | 15 | 3.1
O=C(O)CCc1nc(-c2ccc(Cl)cc2Cl)no1 | 1 | -0.1 | -4 | 1.0
Cc1cc(NS(=O)(=O)c2ccc(NC(=O)c3cc([N+](=O)[O-])cc([N+](=O)[O-])c3)cc2)no1 | 9 | 0.3 | 7 | 0.0
COc1cc2c(cc1OC)n(CC(=O)NCCC(C)C)n1c(C)cc(=O)nc21 | -2 | -0.3 | -3 | 0.1
Cc1ccc2onc(CC(=O)Nc3ncccc3C)c2c1 | -7 | 0.1 | -8 | -0.4
Cc1nn(C(=O)c2ccccc2)c(C)c1Sc1ccc(Cl)cc1 | 22 | 0.2 | -4 | -0.3
Cc1noc(C)c1CC(=O)NCC1Cc2cccc(-c3ccc(C(N)=O)cn3)c2O1 (stereo unspecified) | 6 | 0.3 | -2 | -0.4
CCc1ccc(OCC2c3cc(OC)c(OC)cc3CCN2C(=O)c2ccc3c(c2)OCO3)cc1 (stereo unspecified) | -2 | -0.2 | -11 | -1.2
CCOC(=O)c1c(C)[nH]c(/C(C)=N/Nc2ccc(S(N)(=O)=O)cc2[N+](=O)[O-])c1C | -27 | -0.2 | 9 | -2.2
O=C(CC1C(=O)NCCN1CC1CCCCC1)NCc1nnc2n1CCC2 (stereo unspecified) | 8 | 0.0 | 4 | -0.6
Cc1nc(N2CCCCC2)c2c(C)c(C(=O)Nc3ccccc3C(F)(F)F)sc2n1 | 4 | -0.2 | -13 | -0.3
CC(=O)NNc1cccc(Cl)c1 | -10 | 0.0 | 4 | 6.1*
Cn1nc(-c2cccs2)cc1C(=O)N1CCN(C(c2ccccc2)c2ccccc2)CC1 | 15 | 0.0 | 2 | -0.6
CN(C)C1=NC(C(F)(F)F)(C(F)(F)F)N=C(c2ccc(F)cc2)O1 | 22 | 0.0 | -3 | 0.0
COC(=O)C1=C(C(=O)OC)C(c2ccccc2O)c2sc(=O)[nH]c2S1 (stereo unspecified) | -4 | 0.0 | -4 | 2.7
CC1(C2CCN(Cc3ccccc3)CC2)NC(=O)NC1=O (stereo unspecified) | 4 | -0.1 | 6 | 3.4
C=C(Cl)COc1nc2cc(OC)c(OC)cc2cc1CNCc1ncc[nH]1 | -4 | -0.6 | -5 | 0.1
O/N=C/c1ccc(OCc2ccc(F)cc2)cc1 | 9 | 0.0 | -69 | -2.8
CCc1ccc(NS(=O)(=O)c2cc(Br)cc3c2N(C(C)=O)CC3)cc1 | 13 | 0.5 | 47* | -0.1
COc1cc(C=C2C(=O)NC(=S)NC2=O)cc(Cl)c1OCc1ccc([N+](=O)[O-])cc1 | -9 | -0.2 | -9 | 0.3
Cc1cc(-c2nnc(CCC(=O)NCC3OCCc4ccccc43)o2)c(C)o1 (stereo unspecified) | 13 | 0.1 | -2 | -0.2
C=CCCC(=O)NCC(C)Oc1cccc(CN(C)Cc2ccoc2)c1 (stereo unspecified) | 6 | -0.1 | 2 | -0.7
CN(C)CCCNCC(O)COC1CCCc2ccccc21 (stereo unspecified) | 44 | 0.1 | -2 | 1.4
Cn1c(SCC#N)nnc1-c1ccc([N+](=O)[O-])cc1 | 11 | 0.1 | -1 | -0.4
CCOc1ccccc1C1C(C(=O)Nc2ccccc2)=C(C)Nc2nnnn21 (stereo unspecified) | -8 | 0.0 | -3 | -1.2
CCOc1ccc(Br)cc1S(=O)(=O)N1CCN(C(C)=O)CC1 | -4 | -0.1 | 4 | -2.0
O=C(c1cccc(F)c1)N1CCC(Cn2cnc3ccccc32)CC1 | 50 | -0.1 | 4 | 2.2
O=C(O)c1c(CNCc2cccs2)c2ccccc2n1Cc1ccc(Cl)cc1 | 4 | -0.2 | 4 | -0.4
Cc1c(C(=O)N2CCN(c3ccc(F)cc3)CC2)sc2ncnc(N3CCC(C)CC3)c12 | 11 | 0.2 | -4 | -0.8
CCOC(=O)C1(CC2CC2)CCN(S(=O)(=O)c2cc(OC)ccc2OC)CC1 | -31 | 0.0 | -9 | 0.5
COC(=O)c1ccc(C2N=C(c3cccc(OC)c3)CC(c3ccc(Cl)cc3O)N2)cc1 (stereo unspecified) | 1 | -0.2 | 1 | 0.4
N=C1C(c2nc3ccccc3[nH]2)=C(O)CN1c1cccc(F)c1 | 6 | -0.2 | 29 | 1.5
Cc1ccc(/C=C/C(=O)Nc2ccc(S(=O)(=O)Nc3onc(C)c3C)cc2)cc1 | 0 | -0.4 | 11 | 0.4
Cc1cc(C)n2c(Br)c(CSc3nnnn3-c3ccccc3)nc2n1 | 16 | 0.0 | 3 | -2.5
CCOc1ccc(C2Nc3cccc4cccc(c34)N2)cc1 | 12 | -0.1 | 2 | 0.5

Further compounds follow:
SMILES | MITF inh | FBW7 activator | TEAD-YAP inh | GPR151 ag
COc1ccc(C(=O)Nc2ccccc2C(=O)OCC(=O)c2cccc([N+](=O)[O-])c2)cc1OC | -7 | 0.0 | 3 | 0.6
Cc1nc(C)c(CC(=O)NCc2cccs2)s1 | 1 | 0.0 | 1 | 0.1
COc1ccc(C2=CC(=C(C#N)C#N)c3cc4c(cc3O2)OCO4)cc1 | 7 | 0.0 | 8 | 1.6
O=C(CCc1nc2cccnc2n1Cc1cccs1)Nc1ccc(Br)cc1 | 0 | 0.1 | 3 | -0.5
O=C(NCCCSc1ccc(F)cc1)Nc1ncccn1 | -9 | 0.1 | -3 | 0.2
OC(COc1ccccc1F)CN1CCN(c2cccc(Cl)c2)CC1 (stereo unspecified) | 15 | 0.3 | 13 | 3.9
CCOc1ccccc1NC(=O)Nc1ccc(CN2CCN(c3ccccn3)CC2)cc1 | 7 | 0.3 | -11 | -0.3
CC(/C=N/NC(=O)Cn1cnc2ccccc21)=C\c1ccccc1 | 17 | 0.2 | -11 | 0.1
O=C(COc1ccccc1Cl)Nc1ccc(C(=O)Nc2ccccc2C(=O)O)cc1 | 5 | 0.0 | -4 | 3.1
COc1cccc(C(=O)Nc2c[nH]c(=O)[nH]c2=O)c1 | 6 | 0.4 | 13 | -0.6
C/C(=N\NC(=O)c1ccccc1NC(=O)c1ccc(Cl)cc1)c1ccccc1O | 14 | 0.4 | 14 | -0.3
Cc1cccc(C)c1-n1nnnc1C1(N2CCOCC2)CCCC1 | 19 | 0.2 | 5 | 0.3
O=C(/C=C/c1ccc(F)cc1)N1CCN(c2ccc(-c3ccco3)nn2)CC1 | 19 | 0.3 | 0 | -1.3
CCN1CCC(Oc2ccc(-c3ccc(C#N)cc3)cc2)CC1 | 3 | -0.1 | -15 | 3.9
COc1ccc(-c2nc(Nc3cc(OC)c(OC)c(OC)c3)c3ncn(Cc4ccc(C(F)(F)F)cc4)c3n2)cc1 | 8 | -0.1 | 1 | 0.7
CCn1cc(C(=O)N2CCCC2)c(=O)c2cc(S(=O)(=O)N(C)C3CCCCC3)ccc21 | 0 | 0.5 | -11 | -0.4
c1ccc(CN2CCC(Nc3nccc(Nc4ccc5c(c4)OCO5)n3)CC2)cc1 | -7 | -0.2 | -9 | -0.2
CCOC(=O)Nc1ccccc1[N+](=O)[O-] | 18 | 0.7 | 5 | 0.2
Cc1c(C(=O)N/N=C/c2ccc(O)cc2O)nnn1-c1nonc1N | 33 | -0.8 | 75* | 1.5
O=C1c2cc3ccccc3cc2C(=O)N1c1cccc(Cl)c1 | -3 | 0.0 | 1 | -1.5
CCOc1ccc(/C=N/Nc2nc(=O)[nH]nc2C)cc1OC | 20 | -0.1 | -12 | -4.6
O=C(O)c1ccc(N2N=C(c3ccccc3)/C(=C/c3ccco3)C2=O)cc1 | 70* | -1.1 | 1 | -0.2
CC(=O)Oc1ccc(C(=O)Nc2nc3ccc4ccccc4c3s2)cc1 | 11 | 0.0 | -25 | -0.6
CCC(C)(C)C(=O)Nc1ccccc1Cl | -6 | -0.1 | 3 | -0.4

Reformatted with two lines to a compound: part of the list above.
Second line of a record – MITF inh | FBW7 activator | TEAD-YAP inh | GPR151 ag
- O=C(COc1ccccc1Cl)Nc1ccc(C(=O)Nc2ccccc2C(=O)O)cc1
    5 | 0.0 | -4 | 3.1
- COc1cccc(C(=O)Nc2c[nH]c(=O)[nH]c2=O)c1
    6 | 0.4 | 13 | -0.6
- C/C(=N\NC(=O)c1ccccc1NC(=O)c1ccc(Cl)cc1)c1ccccc1O
    14 | 0.4 | 14 | -0.3
- Cc1cccc(C)c1-n1nnnc1C1(N2CCOCC2)CCCC1
    19 | 0.2 | 5 | 0.3
- O=C(/C=C/c1ccc(F)cc1)N1CCN(c2ccc(-c3ccco3)nn2)CC1
    19 | 0.3 | 0 | -1.3
- CCN1CCC(Oc2ccc(-c3ccc(C#N)cc3)cc2)CC1
    3 | -0.1 | -15 | 3.9
- COc1ccc(-c2nc(Nc3cc(OC)c(OC)c(OC)c3)c3ncn(Cc4ccc(C(F)(F)F)cc4)c3n2)cc1
    8 | -0.1 | 1 | 0.7
- CCn1cc(C(=O)N2CCCC2)c(=O)c2cc(S(=O)(=O)N(C)C3CCCCC3)ccc21
    0 | 0.5 | -11 | -0.4
- c1ccc(CN2CCC(Nc3nccc(Nc4ccc5c(c4)OCO5)n3)CC2)cc1
    -7 | -0.2 | -9 | -0.2
- CCOC(=O)Nc1ccccc1[N+](=O)[O-]
    18 | 0.7 | 5 | 0.2
- Cc1c(C(=O)N/N=C/c2ccc(O)cc2O)nnn1-c1nonc1N
    33 | -0.8 | 75* | 1.5
- O=C1c2cc3ccccc3cc2C(=O)N1c1cccc(Cl)c1
    -3 | 0.0 | 1 | -1.5
- CCOc1ccc(/C=N/Nc2nc(=O)[nH]nc2C)cc1OC
    20 | -0.1 | -12 | -4.6
- O=C(O)c1ccc(N2N=C(c3ccccc3)/C(=C/c3ccco3)C2=O)cc1
    70* | -1.1 | 1 | -0.2
- CC(=O)Oc1ccc(C(=O)Nc2nc3ccc4ccccc4c3s2)cc1
    11 | 0.0 | -25 | -0.6
- CCC(C)(C)C(=O)Nc1ccccc1Cl
    -6 | -0.1 | 3 | -0.4
